PI4K2A block: blocks human PI4K2A kinase activity | 420,000 compounds, 0.13% hits | activity change, negative = inhibition, % at 76.9 µM | purified PI4K2A, ADP-Glo luminescence, 1 h; stronger effect = lower value | Q9BTU6; in the data active means activity change below about -50%; inconclusive means mostly about -30% to -49%;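 further: -100% = wells without enzyme as full effect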
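Compounds are screened against recombinant PI4K2A using PI as substrate and ATP, the latter dispensed at 300 microM. Reactions run one hour at ambient temperature before ADP-Glo detection; full inhibition defined by wells lacking enzyme.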
Vif-A3F inh: blocks the Vif interaction with APOBEC3F | HeLa A3F-eYFP + Vif (tagged APOBEC3F with the HIV-1 protein that degrades it), YFP fluorescence increase | Potency, µM (doses to about 46.1 µM), inactives show at the top dose activity, negative = active | 390,000 compounds, 0.2% hits; further: potency means the concentration at half of the fitted maximal effect; % of control where 0% means no effect; nearly all actives have a fitted effect of over 65% in size
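HeLa cells stably expressing A3F-eYFP plus Vif, plated and incubated overnight at 37 deg C, then exposed to compounds overnight at 37 deg C. Blocked degradation read as raised yellow fluorescence (Ex 488/Em 500-530).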
RXFP1 agonist: activates the human relaxin receptor RXFP1. Q9HBX9. HEK293T-RXFP1 cAMP TR-FRET, 30 min; response scale: percent of porcine relaxin response, buffer zero. Potency, µM (highest dose often 57.5 µM), inactives show top-dose activation, actives largely listed as activators. 370,000 compounds, 0.3% hits. AID 2676; further: potency means the concentration at half of the fitted maximal effect; on the % scale 0 is the no-effect control and ±100 the full control effect; nearly all actives have a fitted effect of over 60% in size; many of its hits are not listed in these tables
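Agonist response is measured as cAMP accumulation in an RXFP1-transfected HEK293T line under PDE4 inhibition. Values are scaled between buffer-only and 29 nM porcine relaxin, and EC50s come from standard Hill equation fits.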
TrxR1 substrate: rat thioredoxin reductase 1 substrate activity. purified TrxR1 substrate turnover, NADPH consumption readout. Potency, µM (top dose mostly 114 µM), for inactives: at the top dose activity change, negative = substrate turnover. 390,000 compounds, 0.01% hits. AID 588456; further: potency means the concentration at half of the fitted maximal effect; on the % scale 0 is the no-effect control and ±100 the full control effect; nearly all actives have a fitted effect of over 50% in size
Target sequence (O89049 whole entry, looked up): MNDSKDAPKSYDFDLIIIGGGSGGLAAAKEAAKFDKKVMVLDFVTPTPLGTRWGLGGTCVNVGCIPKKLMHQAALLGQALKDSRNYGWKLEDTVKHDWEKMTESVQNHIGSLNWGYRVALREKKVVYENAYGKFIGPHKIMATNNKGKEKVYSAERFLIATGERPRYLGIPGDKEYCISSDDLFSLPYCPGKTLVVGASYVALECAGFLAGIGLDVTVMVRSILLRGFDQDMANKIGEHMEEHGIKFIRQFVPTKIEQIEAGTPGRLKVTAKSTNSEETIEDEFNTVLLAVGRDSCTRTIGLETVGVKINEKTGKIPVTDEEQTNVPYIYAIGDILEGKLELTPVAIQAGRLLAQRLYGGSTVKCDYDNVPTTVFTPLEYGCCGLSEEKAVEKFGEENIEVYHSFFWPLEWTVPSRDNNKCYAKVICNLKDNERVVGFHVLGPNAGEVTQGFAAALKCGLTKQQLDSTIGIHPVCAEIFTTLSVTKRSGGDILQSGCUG
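Rat TrxR1, dispensed at 90 nM, was prereduced with 400 uM NADPH (final) for 5 min at ~22 deg C, then incubated with compound 15 min before 400 uM selenite. A first-read NADPH fluorescence drop versus no-compound background flagged substrates.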
Vif-A3G inh: Vif-A3G binding inhibition; Q9HC16; HeLa A3G-eYFP + Vif (tagged APOBEC3G with the HIV-1 protein that degrades it), YFP fluorescence, overnight; Potency, µM (top dose mostly 46.1 µM), for inactives: top-dose activity, negative = active, usual class: inhibitors; 410,000 compounds, 0.076% hits; AID 602310;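 further: potency means the concentration at half of the fitted maximal effect; on the % scale 0 is the no-effect control and ±100 the full control effect; nearly all actives have a fitted effect of over 60% in size; hits raise eYFP signal because A3G escapes Vif-driven loss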
Target sequence (Q9HC16 whole entry, looked up): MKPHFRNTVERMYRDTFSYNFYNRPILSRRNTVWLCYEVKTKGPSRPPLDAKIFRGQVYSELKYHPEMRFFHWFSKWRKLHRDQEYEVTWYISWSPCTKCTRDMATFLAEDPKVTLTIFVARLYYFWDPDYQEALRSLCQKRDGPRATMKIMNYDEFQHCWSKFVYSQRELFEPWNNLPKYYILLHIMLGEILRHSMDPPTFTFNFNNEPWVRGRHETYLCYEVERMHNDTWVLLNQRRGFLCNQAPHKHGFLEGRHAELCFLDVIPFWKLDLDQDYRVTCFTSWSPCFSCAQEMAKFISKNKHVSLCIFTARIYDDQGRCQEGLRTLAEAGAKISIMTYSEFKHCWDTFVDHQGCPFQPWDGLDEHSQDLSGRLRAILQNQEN
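Read-out is eYFP fluorescence (Ex 488/Em 500-530) from Vif-expressing HeLa A3G-eYFP cells; more signal means A3G escaped Vif-mediated degradation. Cells plated overnight, compound pinned in, incubated overnight at 37 deg C.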
IDH1 R132H inh: human IDH1 R132H inhibition | 390,000 compounds, 0.093% hits | O75874 | IDH1-R132H enzyme, NADPH consumption, diaphorase/resazurin fluorescence | Potency, µM (doses to about 76.6 µM), inactives show at the top dose activity change, negative = inhibition, hits mostly inhibitors; further: potency means the concentration at half of the fitted maximal effect; on the % scale 0 is the no-effect control and ±100 the full control effect; nearly all actives have a fitted effect of over 65% in size
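IDH1-R132H (0.5 ug/mL dispensed) in pH 7.5 Tris buffer was preincubated 30 min with compound, then given a substrate mix of 0.016 mM NADPH and 2 mM alpha-KG for 80 min at room temperature; remaining NADPH was read by diaphorase/resazurin fluorescence.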
GRP78 ERSR act: inducers of ER stress response in human glioma cells; U87-MG GRP78 promoter luciferase reporter, 16 h; Potency, µM, inactives show top-dose activation, most hits filed as activators; 420,000 compounds, 0.02% hits; further: potency means the concentration at half of the fitted maximal effect; series mostly up to about 76 µM; % of control where 0% means no effect; nearly all actives have a fitted effect of over 35% in size
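Stably transfected U87-MG glioma cells carrying a GRP78-based luciferase sensor; 16 h compound incubation. Luminescence end-point read 10 min after Bright-Glo addition at room temperature.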
USP1 inh: blocks the human USP1/UAF1 deubiquitinase complex | recombinant USP1/UAF1, Ub-Rhodamine cleavage fluorescence | AID 743255 | O94782 | Potency, µM (top dose mostly 57.1 µM), for the others: at the highest dose activity change, negative = inhibition, most hits filed as inhibitors | 390,000 compounds, 0.23% hits; further: potency means the concentration at half of the fitted maximal effect; on the % scale 0 is the no-effect control and ±100 the full control effect; nearly all actives have a fitted effect of over 60% in size; inactives centre near -12
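In this screen, compounds sit with the deubiquitinase complex (1nM) for 15 min at room temperature before Ub-Rho is added at 150nM final. Fluorescence rise is then followed for 6 reads every 60 seconds.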
LDHA inh: inhibitors of human lactate dehydrogenase A; activity change, % (values are at about 110 or 230 µM); 480,000 compounds, 0.15% hits; purified LDHA, NADH/diaphorase-resazurin fluorescence; stronger effect = lower value; P00338; in the data active means activity change below about -30%; inconclusive means mostly about -25% to -30%;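 further: plate controls were DMSO wells for no effect and wells without enzyme for full effect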
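Human LDH5 at 2 nM final in Tris HCl pH 7.4 with 0.06 mM NADH and 0.2 mM pyruvate, reacted 5 minutes at room temperature. Remaining NADH coupled via diaphorase/resazurin; resorufin fluorescence read at 0 and 20 minutes, normalized to enzyme-free and DMSO wells.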
* = called active by the depositor; ? = inconclusive; · = no result given; & = joins results of further samples; [ ] = remark or other dose. Unless noted, the call rests on the fitted dose curve; in most records, active means well fitted curve in the direction sought with a large enough effect; inconclusive means small, poorly fitted or top-dose-only effect, or another doubt; inactive means no such curve, though single readings can be large; an effect the other way counts as inactive or inconclusive. These rows are one share of the data, so the mix of outcomes need not match the whole.

Second line of a record: PI4K2A block | Vif-A3F inh | RXFP1 agonist | TrxR1 substrate | Vif-A3G inh | IDH1 R132H inh | GRP78 ERSR act | USP1 inh | LDHA inh
- COc1ccc(N2CCN(C(CNS(=O)(=O)c3ccc4c(c3)OCCO4)c3ccco3)CC2)cc1 (stereo not drawn)
 : 1 | -4% | -0.3% | -11% | 1% | 4% | -3% | -12% | 0
- C/C=C/CSc1nc2c(c(=O)[nH]c(=O)n2C)n1CCC
 : -1 | -3% | 3.6% | 11%[57.1 µM] | -1% | 2% | -3% | -3% | -7&4
- CN(C)c1nc(N)nc(CSc2ncc(Cl)cc2Cl)n1
 : 1 | -1% | 0.9% | -4% | 4% | 3% | 0% | -12% | -16
- Clc1cccc(-c2nc(NCCN3CCOCC3)c3ccccc3n2)c1
 : 1 | -3% | 2.8% | 2% | 0% | 9% | -1% | -23% | -4
- CCOCCCn1c(SCC(=O)N(C)C2CCS(=O)(=O)C2)nc2ccccc2c1=O (stereo not drawn)
 : 5 | 5% | 5.7% | -2%[57.1 µM] | -3% | -7% | -4% | -14% | -4
- O=S(=O)(NCc1ccccc1Cl)c1ccc(-n2cnnn2)cc1
 : -6 | 9% | 1.2% | -2%[57.1 µM] | 0% | 2% | 3% | -6% | -6
- Cc1cccc(NC(=O)CSc2ccc(-c3ccco3)nn2)c1C
 : -12 | -6% | 3.4% | -6% | -2% | 0% | 0% | 2% | 2
- CCCn1c(SCC(=O)Nc2ccc(NC(C)=O)cc2)nc2c1c(=O)n(C)c(=O)n2C
 : -3 | -5% | ? | 3% | -1% | -3% | -6% | -21% | -4
- Cc1cc(C(=O)COC(=O)c2ccc(N)c([N+](=O)[O-])c2)c(C)n1-c1ccc2c(c1)OCO2
 : -3 | 0% | 0.9% | -9% | 0% | 5% | -1% | -18% | 2
- CN1CCN(CC(=O)N(Cc2c(C#N)c3ccccc3n2C)c2ccccc2)CC1
 : -1 | -5% | -1.0% | 6%[57.1 µM] | 2% | 5% | -2% | -3% | -16
- O=C(O)c1ccc(N2C(=O)CSC2c2cccc([N+](=O)[O-])c2)cc1 (stereo not drawn)
 : 7 | -18% | -0.7% | 8% | 3% | 8% | -5% | -16% | -9
- Cc1ccc(C(=O)NNC(=O)COc2ccc(Cl)cc2C)o1
 : -3 | 4% | 1.2% | 1% | -10% | -9% | -1% | 0% | -3
- COc1ccc(C(=O)NC(=S)N(C)C2CCCCC2)cc1
 : -5 | ? | 1.2% | 11% | -13% | 0% | 10% | -6% | 1
- Nc1ccc(-c2nc3ccc(N)cc3[nH]2)cc1
 : -2 | -9% | ? | 816%[activator] | 3% | -3% | -8% | -27% | -1
- Cc1nccn1CCN(C)Cc1cn(Cc2ccccc2)nc1-c1ccc2c(c1)OCO2
 : -13 | 8% | -2.7% | -19%[57.1 µM] | 1% | 6% | 1% | -16% | -1
- CC1=CC2=NC(=O)/C(=C/c3coc4ccc(Cl)cc4c3=O)C(=N)N2O1
 : -6 | ? | -3.2% | -9%[57.1 µM] | ? | -2% | 0% | 28µM* | -6
- C[C@@H]1CN([C@@H](C)CO)C(=O)CCCn2nncc2CO[C@H]1CN(C)Cc1ccc(C(F)(F)F)cc1
 : -2 | 4% | · | · | -2% | -1% | -4% | -7% | -3
- CCO/C([O-])=N/c1sn[n+](C)c1C
 : 3 | -6% | 6.0% | -2% | -7% | -5% | -3% | -14% | -2
- CCCCn1c(=O)[nH]c(=O)c2c1nc(-c1ccc(-c3ccccc3)cc1)n2C
 : -1 | 7% | 2.3% | 51%[activator] | 0% | 8% | 7% | -14% | -2&7
- COc1ccc(CCNc2nc(=S)[nH]c3cc(OC)c(OC)cc23)cc1OC
 : 1 | -6% | ? | 1% | 0% | 2% | -2% | -8% | -3

(list continues)
smiles	PI4K2A block	Vif-A3F inh	RXFP1 agonist	TrxR1 substrate	Vif-A3G inh	IDH1 R132H inh	GRP78 ERSR act	USP1 inh	LDHA inh
CC(C)Nc1ncnc2c1cnn2-c1ccc(Cl)cc1	1	-6%	0.8%	-1%	-6%	13%	-7%	-16%	-2
O=C(NCc1ccc2c(c1)CCN2C(=O)c1ccccc1)c1ccco1	1	1%	-0.3%	0%[57.1 µM]	-7%	-4%	-2%	1%	-3
CCOc1ccc(NC(=O)CSc2nc(O)c(C)c(=O)n2-c2ccc(F)cc2)cc1	-2	5%	-1.0%	4%[57.1 µM]	0%	-3%	-5%	-7%	-4
CCCN1C(=O)NC2(O)C(=O)c3ccccc3C12O (stereo not drawn)	-1	2%	-0.5%	-1%	0%	7%	-6%	-20%	-1
COc1ccccc1Nc1nn2c(=O)c3ccc(C(=O)N4CCCC(C)C4)cc3nc2s1 (stereo not drawn)	-3&0	-5%&-2%	8.1%&4.0%	1%[57.1 µM]	-2%&0%	4%&-14%	-4%&-1%	-24%&-25%	0&-1
CCCNC(=O)NC(=O)CSc1nc2cc(C(=O)OC)ccc2c(=O)n1-c1ccccc1	1	-10%	1.9%	4%[57.1 µM]	0%	1%	-2%	-7%	-5
COc1ccc2c(-c3ccccc3)cc(SCC(N)=O)nc2c1	0	?	0.0%	7%	?	15%	-3%	-10%	-6
Brc1ccc(-c2noc(CCc3ccccc3)n2)o1	2	-1%	1.5%	4%[57.1 µM]	-2%	-11%	1%	2%	-15
COc1cc(OC)c(N(C)S(=O)(=O)c2cccc(C(=O)NCc3cccs3)c2)cc1Cl	2	0%	·	·	-1%	0%	-6%	-20%	-4
Brc1cccc(CNCc2ccncc2)c1	-8	-27%	2.6%	6%	-9%	3%	1%	-12%	0

Given field by field: part of the list above
CCCNC(=O)NC(=O)CSc1nc2cc(C(=O)OC)ccc2c(=O)n1-c1ccccc1
  PI4K2A block = 1	Vif-A3F inh = -10%	RXFP1 agonist = 1.9%	TrxR1 substrate = 4%[57.1 µM]	Vif-A3G inh = 0%	IDH1 R132H inh = 1%	GRP78 ERSR act = -2%	USP1 inh = -7%	LDHA inh = -5
COc1ccc2c(-c3ccccc3)cc(SCC(N)=O)nc2c1
  PI4K2A block = 0	Vif-A3F inh = ?	RXFP1 agonist = 0.0%	TrxR1 substrate = 7%	Vif-A3G inh = ?	IDH1 R132H inh = 15%	GRP78 ERSR act = -3%	USP1 inh = -10%	LDHA inh = -6

Copied from the list:
Brc1ccc(-c2noc(CCc3ccccc3)n2)o1 in TrxR1 substrate is entered as 4%[57.1 µM]
Brc1cccc(CNCc2ccncc2)c1 in GRP78 ERSR act is entered as 1%

Other structures follow:
smiles	PI4K2A block	Vif-A3F inh	RXFP1 agonist	TrxR1 substrate	Vif-A3G inh	IDH1 R132H inh	GRP78 ERSR act	USP1 inh	LDHA inh
Cc1ccc(S(=O)(=O)N/N=C/c2ccc(O)c(O)c2)cc1[N+](=O)[O-]	4	?	-0.2%	2%	-11%	-10%	0%	-22%	3
N#CC1=C2Sc3ccccc3N2CCCC1=O	0	-2%	2.8%	7%	1%	-2%	3%	-21%	-3
O=Cc1c(-c2ccc(F)cc2)nc2ccccn12	-2	-20%	9.3%	5%[57.1 µM]	-6%	15%	-4%	-3%	-8
CCOCCCNC(=O)C(c1ccccc1)N(Cc1ccc2c(c1)OCO2)C(=O)c1ccccc1O (stereo not drawn)	4	7%	-1.8%	4%[57.1 µM]	-9%	-5%	-2%	-8%	-11
O=C(NC1CCSc2ccccc21)c1cc(S(=O)(=O)N2CCOCC2)ccc1F (stereo not drawn)	-1	-3%	0.4%	8%	-1%	6%	2%	-18%	-8
CCCCC(CC)C(=O)NCc1ccccc1OC (stereo not drawn)	5	0%	0.0%	-3%	0%	1%	-3%	-19%	-3
COc1ccc(C2/C=C\CC(NS(=O)(=O)c3ccc(C)cc3)CC(=O)N2Cc2ccccc2F)cc1 (stereo not drawn)	0	10%	·	-12%	4%	2%	-5%	-11%	0
CCn1cc(Cl)c(C(=O)N2N=C(c3ccc4ccccc4c3)CC2c2ccccc2O)n1 (stereo not drawn)	0	0%	-1.9%	-4%	-6%	2%	0%	-26%	2
CCCNC(=O)CSc1nc(COc2ccccc2)nc2ccccc12	6	-8%	?	0%[57.1 µM]	-7%	-4%	-9%	?	-16
Cc1nc2ccccc2c(=O)n1NC(=O)c1ccccc1Cl	2	1%	1.0%	10%[57.1 µM]	-4%	4%	-3%	-10%	-3
CC(C)C1C(=O)N(Cc2cn(Cc3ccco3)nn2)CCS(=O)(=O)N1Cc1ccc(-c2ccccc2)cc1 (stereo not drawn)	-1	6%	·	·	-13%	16%	-7%	-17%	0
CCn1c(=O)n(CC)c2cc(S(=O)(=O)Nc3ccccc3C)c(C)cc21	-4	-19%	-0.6%	8%	-5%	-1%	-3%	-14%	2
